# From PubChem
# EPAC2 antag – antagonists of human EPAC2 | EPAC2 GEF exchange of Rap1B-BODIPY-GDP, fluorescence | AID 720708 | Potency, µM (highest dose often 114 µM), without a hit: at the highest dose activity, negative = inhibition, usual class: inhibitors | 360,000 compounds, 0.18% hits; note: potency is the fitted concentration of half-maximal effect; % is set by controls: 0 for no effect and ±100 for the full control effect; nearly all actives have a fitted effect of over 45% in size; many of its hits are not listed in these tables
# Target sequence (Q8WZA2 whole entry, looked up): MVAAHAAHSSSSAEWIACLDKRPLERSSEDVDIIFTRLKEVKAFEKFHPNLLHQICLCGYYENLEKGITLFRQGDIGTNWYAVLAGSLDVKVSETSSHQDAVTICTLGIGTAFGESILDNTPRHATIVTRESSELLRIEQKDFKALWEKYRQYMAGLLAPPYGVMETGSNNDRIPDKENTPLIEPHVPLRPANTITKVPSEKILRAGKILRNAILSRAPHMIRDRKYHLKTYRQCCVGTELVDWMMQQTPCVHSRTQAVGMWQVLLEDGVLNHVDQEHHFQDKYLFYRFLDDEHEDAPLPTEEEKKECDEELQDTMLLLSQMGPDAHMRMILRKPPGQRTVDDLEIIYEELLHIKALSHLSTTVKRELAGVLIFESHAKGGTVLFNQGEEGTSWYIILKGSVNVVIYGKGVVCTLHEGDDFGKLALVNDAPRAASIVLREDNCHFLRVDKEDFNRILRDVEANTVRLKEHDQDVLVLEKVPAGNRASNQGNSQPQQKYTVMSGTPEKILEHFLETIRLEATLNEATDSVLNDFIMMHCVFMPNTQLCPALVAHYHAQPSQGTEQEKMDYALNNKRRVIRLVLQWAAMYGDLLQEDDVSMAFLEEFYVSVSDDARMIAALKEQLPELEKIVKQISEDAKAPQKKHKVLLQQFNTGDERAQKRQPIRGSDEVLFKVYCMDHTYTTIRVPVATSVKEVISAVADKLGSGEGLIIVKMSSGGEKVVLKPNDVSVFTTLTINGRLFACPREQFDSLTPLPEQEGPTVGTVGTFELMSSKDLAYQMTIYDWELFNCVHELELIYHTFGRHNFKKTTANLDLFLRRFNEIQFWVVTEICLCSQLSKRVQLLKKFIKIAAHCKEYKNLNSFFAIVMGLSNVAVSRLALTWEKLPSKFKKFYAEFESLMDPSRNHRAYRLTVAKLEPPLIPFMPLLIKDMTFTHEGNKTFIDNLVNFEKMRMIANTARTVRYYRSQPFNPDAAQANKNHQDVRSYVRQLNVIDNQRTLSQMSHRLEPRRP
# Nrf2 activator – activators of Nrf2 (ARE) signaling. 410,000 compounds, 0.31% hits. AID 624171. AREc32 ARE-luciferase reporter (MCF7-derived line), luminescence, 24 h. Potency, µM (top dose mostly 46.1 µM), inactives show at the top dose activation, most hits filed as activators; note: potency is the fitted concentration of half-maximal effect; % of control where 0% means no effect; nearly all actives have a fitted effect of over 65% in size
#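 Luciferase luminescence (Steady-Glo, 30 min at room temperature) served as the read-out of ARE activation in AREc32 cells treated with compounds for 24 hr at 37 deg C.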
# EPAC2 agonist – EPAC2 (human) agonism; EPAC2 activation, biochemical qHTS; response scale: 100% = 6.5 mM cAMP response; Potency, µM (titrated, usually from 154 µM), without a hit: at the top dose activation, hits mostly activators; 360,000 compounds, 0.079% hits; note: potency is the fitted concentration of half-maximal effect; nearly all actives have a fitted effect of over 50% in size
#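 Compounds were added across a concentration range to EPAC2 (100 nM), RAP1B-BODIPY-GDP (250 nM) and GDP (50 uM). After 5 min at room temperature, fluorescence was recorded at 5-min intervals for 30 min.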
# A549 viability – counter-screen for Nrf2 inhibitors: cytotoxicity in A549 cells. A549 ARE-Fluc cells, CellTiter-Fluor viability, 18-24 h. Potency, µM (doses to about 46 µM), for the others: top-dose activity change, negative = cytotoxicity, most hits filed as inhibitors. 390,000 compounds, 0.16% hits. AID 504648; note: potency is the fitted concentration of half-maximal effect; % is set by controls: 0 for no effect and ±100 for the full control effect
#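 A549 ARE_Fluc cells in 5% FBS OPTI-MEM were exposed to compounds in concentration-response for 18-24 h at 37 deg C. Viability was read by CellTiter-Fluor fluorescence (Ex 405/Em 525) after 30 min, before the luciferase read.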
# TGFb SMAD3 inh – TGF-b pathway inhibition; Potency, µM (highest dose often 46.1 µM), for inactives: at the top dose activity, negative = inhibition, usual class: inhibitors; HepG2 CAGA-GFP TGF-b/SMAD3 reporter, GFP fluorescence, 18 h; TGF-beta stimulated, 500 pg/mL final; 410,000 compounds, 1.2% hits; note: potency is the fitted concentration of half-maximal effect; % is set by controls: 0 for no effect and ±100 for the full control effect; nearly all actives have a fitted effect of over 65% in size
#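 HEPG2 CAGA-GFP, 1000 cells/well; 2 h settle, 37 C; cpd via pin tool; TGF-b 500 pg/mL final; 18 h, 37 C; GFP imaging ex488/em500-530; %Activity normalised to -TGF-b and +DMSO controls; CRC fit, curve class.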
# CCT modulator – changes cytosolic chaperonin activity | purified chaperonin ATPase assay, HTRF ADP detection, 30 min | activity change, % (test concentration not listed), hits read low | 360,000 compounds, 0.3% hits; in the data active = activity change below about -30%; note: % is set by controls: 0 for no effect and ±100 for the full control effect
#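 Enzyme 40 or 20 nM (batch-dependent) in Tris pH 7.4/KCl/MgCl2/DTT; cpd 76 uM single point; ATP 10 uM; 30 min 37 °C; Transcreener ADP HTRF detection, 30 min RT; ratio 665/615.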
# Nrf2 inh – blocks Nrf2 signaling; A549 ARE-Fluc reporter, luciferase luminescence, 18-24 h; 360,000 compounds, 2.1% hits; Potency, µM (top dose mostly 46 µM), without a hit: at the top dose activity change, negative = inhibition, usual class: inhibitors; note: potency is the fitted concentration of half-maximal effect; % is set by controls: 0 for no effect and ±100 for the full control effect; nearly all actives have a fitted effect of over 60% in size
#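 In this cell-based qHTS, ARE-driven firefly luciferase in A549 cells reports Nrf2 activity; the luminescent signal after BugLite lysis is the measured value, with a prior CellTiter-Fluor read for cell health.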
# Akt phos inh – inhibitors of Akt phosphorylation | Neuro2A IGF-stimulated pAkt S473 HTRF, 20 min; active compounds read low | activity change, % for hits at 50 µM | 360,000 compounds, 0.32% hits; in the data active = activity change below about -80%; inconclusive = mostly about -51% to -80%; note: % is set by controls: 0 for no effect and ±100 for the full control effect
#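 Neuro2A cells in DMEM with 0.5% FBS, overnight at 37 deg C, given compound at single 50 µM final, then IGF (6 nM final) for 20 min at 37 deg C. Lysed; phospho-Akt Ser473 by HTRF after 24 h, 665/615 ratio.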
# Mm-Cpn inhibitor – blocks the Methanococcus maripaludis chaperonin Mm-Cpn; purified Mm-Cpn ATPase, ADP Transcreener TR-FRET; Potency, µM (doses to about 76.9 µM), for the others: at the highest dose activity, negative = inhibition, most hits filed as inhibitors; 330,000 compounds, 0.031% hits; AID 504842; note: potency is the fitted concentration of half-maximal effect; % is set by controls: 0 for no effect and ±100 for the full control effect; nearly all actives have a fitted effect of over 80% in size
#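 ATPase read-out: TR-FRET ADP immunoassay (anti-ADP Eu cryptate vs ADP-d2), ex 320 nm, em 590/665 nm; signal drops as ADP forms. Enzyme 25 nM, ATP 10 uM, 30 min at 37°C after 10 min compound preincubation.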
# Numbers without * were called inactive; i = inactive; u = inconclusive; x = no result given; [ ] = dose if it differs, or a comment. Unless noted, calls come from the whole dose curve; as a rule, active = well fitted curve in the direction sought with a large enough effect; inconclusive = small, poorly fitted or top-dose-only effect, or another doubt; inactive = no such curve, though single readings can be large; an effect the other way counts as inactive or inconclusive.
SMILES,EPAC2 antag,Nrf2 activator,EPAC2 agonist,A549 viability,TGFb SMAD3 inh,CCT modulator,Nrf2 inh,Akt phos inh,Mm-Cpn inhibitor
O=C(C1CCN(C2CCN(C/C=C/c3ccccc3)CC2)CC1)N1CCOCC1,1%,1.6%,6%,-18%,-3%,0.4,-2%,i,-1%
C=C(C)CNC(=S)N/N=C(\C)c1cccc(NC(C)=O)c1,-2%,0.0%,10%,1%,-1%,-4.6,u,i,-4%
CC(=O)C(/C=N/c1ncc(C(F)(F)F)cc1Cl)=C(\C)O,-14%,-0.3%,14%,11%,-6%,-1.9,2%,i,1%
COc1ccc(/C=C(/NC(=O)c2ccccc2)C(=O)NCCCn2ccnc2)cc1OC,0%,-0.2%,2%,-5%,7%,1.2,u,i,2%
CCC(C)[C@H](NC(=O)Nc1ccc(C)cc1C)C(=O)O (stereo partly drawn),-1%,-0.8%,-2%,0%,1%,-0.8,0%,i,0%
O=C(CCCSc1nc2ccccc2s1)NC1=NCCS1,-3%,-1.6%,5%,x,-19%,-3.7,u,i,1%
O=C(NN1C(=O)NC2(CCCCC2)C1=O)c1cc2cc(Cl)ccc2o1,-4%,-0.6%,3%,5%,-1%,0.3,-6%,i,-2%
Cc1ccc(NC(=O)CN2C(=O)COc3ccc(C)cc32)nc1,10%,0.0%,0%,-3%,-9%,1.7,-11%,i,0%
CCC(C)C(=O)Nc1nnc(SCC(=O)NC2CCCC2)s1 (stereo not drawn),8%,0.1%,6%,-9%,10%,1.0,u,i,0%
CCOC(=O)C1(Cc2ccccc2)CCCN(C2CCN(C(C)=O)CC2)C1 (stereo not drawn),0%,-0.3%,14%,3%,6%,-1.2,-1%,i,2%
CCOc1ccccc1NCc1nnc(-c2ccccc2)o1,-5%,4.3%,-7%,5%,-13%,2.4,0%,i,0%
COC(=O)CN1C(=O)COc2ccc(Cl)cc21,4%,0.0%,25%,1%,1%,-3.7,3%,i,1%
CCCC1(C(=O)OC)NC(c2ccc(OC)cc2OC)C2C(=O)N(c3cccc(C(C)=O)c3)C(=O)C21 (stereo not drawn),2%,0.2%,-1%,-2%,-3%,-0.5,4%,i,-4%
CCOC(=O)c1ccc(NC(=O)C(CC)CC)cc1,1%,0.5%,3%,1%,1%,-1.9,14%,i,-1%
O=C(NCc1ccco1)C1CCN(c2nc3ccccc3n2Cc2ccccc2F)CC1,-17%,8.6%,6%,-14%,9%,1.2,-4%,i,-1%
O=C(CSc1nc(=O)n2ccccc2n1)NCc1ccc2c(c1)OCO2,12%,0.4%,5%,-2%,0%,-4.1,3%,i,-6%
OC(CN1CCN(Cc2ccccc2)CC1)c1ccc(F)cc1 (stereo not drawn),12%,-0.4%,4%,3%,0%,0.8,15%,i,1%
COc1ccc(CNC(=O)CN2C(=O)COc3ccc(S(=O)(=O)N4CCCCCC4)cc32)cc1,x,3.6%,x,-7%,u,x,27%,x,x
COc1ccc(F)cc1CN1CCN(C(=O)c2ccc(S(=O)(=O)N3CCCCCC3)cc2)CC1,-9%,-0.6%,9%,14%,11%,0.8,u,i,x
CCn1c(SCC(=O)Nc2ccc(NC(=O)c3ccco3)cc2)nnc1-c1cccs1,5%,0.0%,4%,-15%,-8%,0.9,u,i,x
COc1cccc(CN2CCN(C(=O)c3ccc(-c4ccccc4)cc3)CC2)c1OC,-10%,0.1%,23%,0%,-12%,2.2,-11%,i,0%
O=C(c1ccc(NS(=O)(=O)c2cccc3cccnc23)cc1)N1CCOCC1,-3%,0.9%,8%,6%,20%,-1.8,4%,i,x
COc1ccc(-n2c(Cc3cccn3C)nnc2SCC(=O)NC2CCCC2)cc1,-2%,-0.1%,4%,3%,-3%,-1.2,-5%,i,-1%
O=C(NC(=S)Nc1nc2ccccc2s1)c1cccs1,6%,u,14%,-11%,-13%,-3.7,u,i,-1%
COc1ccccc1-c1sc2ccccc2c1-c1ccc2c(c1)OCO2,u,5.8%,16%,2%,-37%,-2.8,10%,i,u
COc1cccc(-c2cnc(C(O)c3cccc(CN4CCCCC4)c3)[nH]2)c1 (stereo not drawn),14%,3.3%,-8%,x,-3%,-0.5,x,i,x
Cc1c(O)ccc(-c2n[nH]c(C(=O)O)c2-c2nc3ccccc3s2)c1O,-7%,0.2%,0%,-4%,-13%,0.5,0%,i,-1%
Cc1ccc(C)c(NC(=O)Cn2cc(S(=O)(=O)c3ccc(F)cc3)c(=O)c3cc(F)ccc32)c1,x,-0.2%,x,4%,32%,x,-2%,x,x
CCOC(=O)C1CCN(C(=O)CNC(=O)c2nn(-c3ccc(OC)c(Cl)c3)c(=O)c3ccccc23)CC1,0%,7.9%,6%,3%,0%,-0.9,0%,i,-2%
FC(F)(F)c1ccc(Nc2nnnc3ccccc23)cc1,-10%,1.1%,5%,-1%,-2%,-0.9,u,i,-4%
CNc1nc2ccccc2n(C)c1=O,4%,2.3%,3%,4%,8%,-0.6,1%,i,2%
CC(C)N(CCO)C(=O)C(c1ccccc1)c1ccccc1,11%,-0.1%,8%,-5%,5%,-2.5,-6%,i,2%
O=C(OCC(=O)N1CCOCC1)c1cc2ccccc2oc1=O,-6%,2.7%,2%,1%,20%,0.4,-9%,i,1%
O=C(Nc1c(C(=O)NCc2ccco2)cnn1-c1ccccc1)c1cccc(F)c1,-3%[57.1 µM],0.4%,4%,14%,-10%,-2.4,-5%,i,0%
Cc1ccc(N2C(=O)N(CC(=O)Nc3cccc([N+](=O)[O-])c3C)C(=O)C2C)cc1 (stereo not drawn),2%,0.3%,7%,-5%,-3%,-0.7,-10%,i,1%
CCC(C(=O)NC1CCCCC1)N(Cc1cccs1)C(=O)CCC(=O)Nc1cc(C)on1 (stereo not drawn),-3%,-0.1%,2%,-14%,-3%,-0.1,8.2µM*,i,-1%
CC(C)c1ccccc1OCC(=O)Nc1ccc2[nH]ncc2c1,-21%,-0.1%[9.22 µM],4%,-13%,-17%,0.6,-30%,i,-5%
Cc1c(Cl)cccc1NC(=O)CCN1C(=O)c2ccccc2Sc2ncccc21,x,2.0%,x,-3%,u,x,-7%,x,x
COc1cc(Cl)ccc1OCc1cc(C(=O)N(C)Cc2cn(C)nc2C)no1,7%,2.3%,6%,-1%,1%,-1.3,3%,i,0%
O=C(CSc1ncc(S(=O)(=O)c2ccc(Br)cc2)c(=O)[nH]1)Nc1ccc2c(c1)OCCO2,x,-0.8%,x,1%,33%,x,4%,x,x
CCCS(=O)(=O)c1nc(C)cc(C)c1S(C)(=O)=O,21%,4.5%,0%,-5%,-1%,-0.5,-3%,i,-2%
O=C(CNC(=O)c1ccc(F)cc1)OCc1cc(=O)n2nc(C3CC3)sc2n1,x,-0.5%,x,6%,u,x,29%,x,x
Cc1ccc2c(c1)NC(=O)C(CC(=O)NCc1cccnc1)O2 (stereo not drawn),2%,-0.6%,13%,3%,-4%,0.1,6%,i,1%
COc1cccc(NC(=O)Nc2nnc(N3C(C)CCCC3C)s2)c1 (stereo not drawn),-2%,0.1%,3%,0%,0%,-0.7,u,i,2%
O=[N+]([O-])c1cc(C(F)(F)F)ccc1Sc1ccc2ccccc2n1,-15%,0.5%,21%,0%,13%,1.9,14%,i,0%
CC(C)(C)OC(=O)C[C@@H]1C/C=C\C[C@H](CC(=O)N[C@H](CO)Cc2ccccc2)C(=O)N[C@H](C(C)(C)C)COC1=O,-11%,3.6%,1%,-9%,-9%,-0.1,4%,i,-3%
COC(=O)Cc1cc(=O)oc2cc(O)ccc12,4%,0.1%,12%,2%,6%,-2.4,6%,i,-7%
O=C(CSc1nc2ccccc2s1)NCc1cc([N+](=O)[O-])ccc1O,11%,12%,12%,6%,-15%,-0.2,u,i,-2%
Cc1nn(C)c(C)c1NC(=O)Nc1cccc(C(F)(F)F)c1,-7%,0.2%,5%,-5%,8%,-0.2,-10%,i,1%
C/C(=N\NC(=O)c1cccc([N+](=O)[O-])c1)c1cccc(NC(=O)C2CC2)c1,-4%,0.0%,2%,0%,9%,2.1,-1%,i,4%
CCC(C)NC(=O)CSc1nnc(-c2ccoc2C)n1CC1CCCO1 (stereo not drawn),17%,-0.6%,-5%,4%,5%,1.0,22%,i,7%

# 7 compounds from above, reduced to EPAC2 antag, Nrf2 activator and CCT modulator:
SMILES | EPAC2 antag | Nrf2 activator | CCT modulator
COc1ccc(CNC(=O)CN2C(=O)COc3ccc(S(=O)(=O)N4CCCCCC4)cc32)cc1 | x | 3.6% | x
COc1ccc(F)cc1CN1CCN(C(=O)c2ccc(S(=O)(=O)N3CCCCCC3)cc2)CC1 | -9% | -0.6% | 0.8
CCn1c(SCC(=O)Nc2ccc(NC(=O)c3ccco3)cc2)nnc1-c1cccs1 | 5% | 0.0% | 0.9
COc1cccc(CN2CCN(C(=O)c3ccc(-c4ccccc4)cc3)CC2)c1OC | -10% | 0.1% | 2.2
O=C(c1ccc(NS(=O)(=O)c2cccc3cccnc23)cc1)N1CCOCC1 | -3% | 0.9% | -1.8
COc1ccc(-n2c(Cc3cccn3C)nnc2SCC(=O)NC2CCCC2)cc1 | -2% | -0.1% | -1.2
O=C(NC(=S)Nc1nc2ccccc2s1)c1cccs1 | 6% | u | -3.7

# Rewritten with two lines to a compound: part of the list above.
# Values run as follows: EPAC2 antag | Nrf2 activator | EPAC2 agonist | A549 viability | TGFb SMAD3 inh | CCT modulator | Nrf2 inh | Akt phos inh | Mm-Cpn inhibitor
> O=[N+]([O-])c1cc(C(F)(F)F)ccc1Sc1ccc2ccccc2n1
→ -15% | 0.5% | 21% | 0% | 13% | 1.9 | 14% | i | 0%
> CC(C)(C)OC(=O)C[C@@H]1C/C=C\C[C@H](CC(=O)N[C@H](CO)Cc2ccccc2)C(=O)N[C@H](C(C)(C)C)COC1=O
→ -11% | 3.6% | 1% | -9% | -9% | -0.1 | 4% | i | -3%

# A portion of the library; the hit share may differ from the screen's.
